RGS4 inh – human RGS4 inhibition; P49798; HEK293 M3R/RGS4 inducible, Fluo-4 calcium flux; active compounds read high; triggered by carbachol at its EC20; B-score at 10 µM; actives 0.45% (n = 310,000); AID 463165;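 active = B-score, a plate-corrected calcium signal, over three deviations above library mean, with baseline fluorescence within five deviations of library mean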;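 also: RGS4 expression induced by doxycycline in cells with stable M3 receptor; B-score is computed from the integrated fluorescence ratio over baseline after carbachol; higher B-score means a larger calcium signal and so more RGS4 inhibition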
Target sequence (P49798 whole entry, looked up): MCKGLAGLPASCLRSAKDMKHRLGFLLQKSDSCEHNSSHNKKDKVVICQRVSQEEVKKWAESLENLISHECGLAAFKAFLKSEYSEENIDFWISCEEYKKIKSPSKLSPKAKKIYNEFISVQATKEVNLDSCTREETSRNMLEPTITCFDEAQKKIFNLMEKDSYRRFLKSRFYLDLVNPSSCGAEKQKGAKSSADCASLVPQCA
TRPC6 inh – blocks the mouse TRPC6 cation channel; B-score at 10 µM; Q61143; actives 1.1% (n = 310,000); HEK293-TRPC6, membrane potential dye, ACh-evoked depolarization; active compounds read low;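 active = B-score under library mean minus 3 SD, initial fluorescence not abnormally high, positive integrated signal ratio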;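 also: B-score derived from integrated fluorescence ratio over the kinetic read; more negative B-score means stronger inhibition of depolarization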
Target sequence (Q61143 whole entry, looked up): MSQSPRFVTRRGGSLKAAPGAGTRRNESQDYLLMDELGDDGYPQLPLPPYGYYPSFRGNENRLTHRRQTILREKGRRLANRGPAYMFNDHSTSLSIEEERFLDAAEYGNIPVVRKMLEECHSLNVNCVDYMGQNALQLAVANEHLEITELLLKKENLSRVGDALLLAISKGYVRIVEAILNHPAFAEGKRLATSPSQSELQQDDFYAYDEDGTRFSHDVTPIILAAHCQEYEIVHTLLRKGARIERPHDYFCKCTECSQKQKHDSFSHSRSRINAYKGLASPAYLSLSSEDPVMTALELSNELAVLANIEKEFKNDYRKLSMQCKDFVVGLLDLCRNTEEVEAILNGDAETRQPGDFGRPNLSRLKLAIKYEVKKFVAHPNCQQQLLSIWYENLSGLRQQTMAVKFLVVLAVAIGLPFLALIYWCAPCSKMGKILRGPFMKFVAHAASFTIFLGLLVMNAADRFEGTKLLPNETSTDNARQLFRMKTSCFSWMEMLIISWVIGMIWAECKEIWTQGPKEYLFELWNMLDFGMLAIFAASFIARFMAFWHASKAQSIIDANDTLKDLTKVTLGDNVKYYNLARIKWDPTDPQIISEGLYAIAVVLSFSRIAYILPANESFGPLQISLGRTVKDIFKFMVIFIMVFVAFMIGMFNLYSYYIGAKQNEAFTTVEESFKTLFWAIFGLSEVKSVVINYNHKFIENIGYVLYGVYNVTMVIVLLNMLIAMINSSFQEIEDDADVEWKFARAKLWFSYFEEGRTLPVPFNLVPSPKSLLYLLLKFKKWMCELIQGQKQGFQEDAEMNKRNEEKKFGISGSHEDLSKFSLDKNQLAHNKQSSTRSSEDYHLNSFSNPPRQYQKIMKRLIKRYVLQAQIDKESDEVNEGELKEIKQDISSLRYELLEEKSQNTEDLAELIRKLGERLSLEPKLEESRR
TRPC6 act – activates the mouse TRPC6 cation channel | AID 2550 | Q61143 | HEK293-TRPC6 membrane potential dye fluorescence; active compounds read high | B-score at 10 µM | actives 0.13% (n = 310,000);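 active = B-score of the integrated fluorescence ratio above library mean plus 3 SD, and starting fluorescence ratio within library mean plus 5 SD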;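 also: higher score means more depolarization so channel activation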
TRPC4 act – activators of mouse TRPC4 channel. B-score at 10 µM. actives 0.49% (n = 310,000). AID 2237. Q9QUQ5. HEK293 TRPC4beta/mu-opioid, Fluo4 calcium fluorescence; active compounds read high;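 active = B-score above 5 SD of library B-scores, and initial fluorescence ratio not above library mean plus 5 SD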;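 also: positive B-score marks a calcium rise read as TRPC4 activation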
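Material: HEK293 stable line with TRPC4beta plus mu-opioid receptor; technique: Fluo4 calcium-sensitive dye fluorescence, kinetic, 1 Hz baseline; timing: Fluo4 dye loading 45 min at room temperature, 110 s recording; controls: assay buffer as low control, maximal DAMGO as high control; read-out: integrated baseline-normalised fluorescence ratio, converted to per-well B score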
MrgX1 agonist – human MrgX1 receptor agonism, primary screen. MrgX1-HEK293 cells, Fluo-4 calcium fluorescence, agonist mode; active compounds read high. B-score at 10 µM. actives 0.44% (n = 310,000). Q96LB2;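 active = calcium response B-score plate-corrected fluorescence ratio at least 3 library SD, with starting fluorescence B-score inside 5 SD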
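System – MrgX1-expressing HEK293 cells · Incubation – cells plated overnight, dye loaded 0.5 h 37 °C, 0.5 h room temperature · Technique – kinetic Fluo-4 NW fluorescence of intracellular calcium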
ANO1 block – blocks the mouse calcium-activated chloride channel TMEM16A. Q8BHY3. HEK293 TMEM16A/YFP iodide influx fluorescence, ionomycin. normalized B-score (activity score, 25-100; higher = stronger inhibition) at 10 µM. actives 1.2% (n = 310,000);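 active = ratio plate-corrected score three or more library SD toward inhibition, starting fluorescence score within five deviations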;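 also: score derived from kinetic fluorescence span divided by baseline fluorescence per well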
TRPC4 PAM – allosteric potentiators of mouse TRPC4 channel | Q9QUQ5 | HEK293 TRPC4beta/mu-opioid, DAMGO EC20, Fluo-4 Ca2+ flux; active compounds read high | B-score at 10 µM | actives 0.42% (n = 310,000);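 active = B-score of calcium response area above 5 SD of library B-scores, with initial fluorescence ratio within 5 SD of library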;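 also: B-score of integrated fluorescence ratio over time as area under calcium response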
MrgX1 PAM – allosterically activates human MrgX1 receptor signaling; Q96LB2; MrgX1-HEK293, Fluo-4 calcium flux, FDSS; active compounds read high; B-score at 10 µM; actives 0.63% (n = 310,000); AID 588675;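 active = plate-corrected calcium response at least 3 library SD above typical, normal starting fluorescence, not activating the receptor alone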;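 also: compound read alongside a low EC10 to EC30 dose of BAM8-22 agonist; peak minus trough fluorescence over baseline measured at the second addition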
MrgX1 antag – human MrgX1 receptor antagonism, primary screen; AID 588676; Q96LB2; actives 1.3% (n = 310,000); B-score at 10 µM; MRGX1-HEK293 calcium flux, Fluo-4, BAM8-22 antagonism; active compounds read low;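 active = calcium-response B-score plate-corrected more than 3 library SD below zero, starting fluorescence within 5 deviations, no agonist response on first addition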;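 also: peak minus trough fluorescence over baseline after final BAM8-22 challenge near maximal dose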
TRPC4 inh – blocks the mouse TRPC4 cation channel. Q9QUQ5. HEK293 TRPC4beta/mu-opioid, DAMGO-evoked Fluo4 calcium flux; active compounds read low. B-score at 10 µM. actives 0.39% (n = 300,000). AID 2247;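 active = B-score over 3 SD under the library average, no early fluorescence shift, positive overall ratio signal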
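Material: HEK293 cells with stable TRPC4beta plus mu-opioid receptor expression; probe or stimulus: DAMGO in two steps, submaximal then maximal; technique: Fluo4 calcium fluorescence by kinetic imaging, 5 s 1 Hz baseline; measure: integrated fluorescence ratio relative to baseline, converted to per-well B score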
TMEM16A act – activators or potentiators of mouse TMEM16A chloride channel | Q8BHY3 | HEK293 TMEM16A/YFP-H148Q/I152L, iodide quench fluorescence; active compounds read low | B-score at 10 µM | actives 0.3% (n = 340,000);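 active = fluorescence-ratio B-score plate-corrected deviation score at least 3 library SD below zero, with starting fluorescence score within 5 deviations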;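 also: channel opened by trigger with iodide after compound preincubation; score built on the fluorescence ratio of max minus min over baseline; more negative score means more quench and so TMEM16A activation or potentiation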
The depositor's hits bear a star; i = inactive; . = no result given.

The line under a structure holds: RGS4 inh, TRPC6 inh, TRPC6 act, TRPC4 act, MrgX1 agonist, ANO1 block, TRPC4 PAM, MrgX1 PAM, MrgX1 antag, TRPC4 inh, TMEM16A act
1) COP(=O)(OC)C(Nc1ccc(Cl)cc1)c1ccccc1 (configuration not stated)
 : i, i, i, i, i, i, i, i, i, i, i
2) CC1(C)Cc2c(ccc3ccccc23)C2=C(C(=O)N3CCCC3)C(=O)C(=O)N21
 : i, i, i, i, ., ., i, ., ., i, i
3) Cn1nnnc1SCc1ccc(Cl)cc1
 : i, i, i, i, i, i, i, i, i, i, i
4) CCc1ccc(NC(=O)CCc2c(C)nn(-c3ccc(N4CCCCC4)nn3)c2C)cc1
 : i, i, i, i, i, i, i, i, i, i, i
5) CSc1ccc(C(=O)C2CCCN(Cc3cccn3-c3cccnc3)C2)cc1 (configuration not stated)
 : i, i, i, i, i, i, i, i, i, i, i
6) O=C(C1CCN(S(=O)(=O)c2ccccc2[N+](=O)[O-])CC1)N1CCOCC1
 : i, i, i, i, i, i, i, i, i, i, i
7) COc1ccc(N(CC(=O)Nc2ccc(Cl)cc2)S(=O)(=O)c2c(C)n[nH]c2C)cc1
 : i, i, i, i, i, i, i, i, i, i, i
8) CCOC(=O)c1ccc(N2C(=O)C(O)=C(C(C)=O)C2c2ccc([N+](=O)[O-])cc2)cc1 (configuration not stated)
 : i, i, i, i, i, i, i, i, i, i, i
9) CC(=O)Cn1c(N2CCC(Cc3ccccc3)CC2)nc2c1c(=O)[nH]c(=O)n2C
 : i, i, i, i, i, i, i, i, i, i, i
10) Cc1nc(N2CCN(c3ccccn3)CC2)c2c(C)c(C(=O)Nc3c(F)cc(F)cc3Br)sc2n1
 : i, i, i, i, i, i, i, i, i, i, i
11) CC1CCCCC1NC(=O)CSc1nnnn1-c1ccccc1 (configuration not stated)
 : i, i, i, i, i, i, i, i, i, i, i
12) CCCCNc1ccc(C(CC(N)=O)NC(=O)Cc2cccc3ccccc23)cc1[N+](=O)[O-] (configuration not stated)
 : i, i, i, i, i, i, i, i, i, ., i
13) CN(c1ccccc1)S(=O)(=O)c1ccc(NC(=S)Nc2ccccc2)cc1
 : i, i, i, i, i, i, i, i, i, i, i
14) Cc1cc(OCC(=O)NCCO)ccc1Cl
 : i, i, i, i, i, i, i, i, i, i, i
15) O=[N+]([O-])c1ccc(-c2ccc(/C=N/Nc3nc(NCc4ccccc4)nc(N4CCOCC4)n3)o2)cc1
 : i, i, i, i, i, i, i, 13*, i, i, i
16) Cc1cc2c(NCC(C)O)ncnc2s1 (configuration not stated)
 : i, i, i, i, i, i, i, i, i, i, i
17) Cc1cc(OCC(=O)NCCc2c[nH]c3ccccc23)c2c(C)cc(=O)oc2c1
 : i, i, i, i, i, i, i, i, i, i, i
18) CN=C(NC1CCCCC1)c1ccc([N+](=O)[O-])cc1
 : i, i, i, i, i, i, i, i, i, i, i
19) CC(=O)NC(Cc1ccccc1)C(=O)NC1CCN(C(=O)c2cnccn2)CC1 (configuration not stated)
 : i, i, i, i, i, i, i, i, i, i, i
20) O=C(CSC1=NS(=O)(=O)c2cc(F)ccc2N1)NCc1ccc(F)cc1
 : i, i, i, i, i, i, i, i, i, i, i
21) COc1cc(Nc2ccc(S(=O)(=O)N3CCN(C)CC3)cc2[N+](=O)[O-])cc(OC)c1
 : i, i, i, i, i, i, i, i, i, i, i
22) CCCCCCSc1ccc([C@H]2N[C@@](Cc3ccccc3)(C(=O)OC)[C@H]3C(=O)N(C)C(=O)[C@@H]23)cc1
 : i, i, i, i, i, i, i, i, i, i, i
23) CCOc1ccc(N2CC(C(=O)Nc3ccccc3N3CCCC3)CC2=O)cc1 (configuration not stated)
 : i, i, i, i, i, i, i, i, i, i, i
24) CN(CC(=O)O/N=C(\N)c1ccccn1)S(=O)(=O)c1ccccc1
 : i, i, i, i, i, i, i, i, i, i, i
25) O=C(Nc1ccc(Cl)cc1)c1ccc(OC2CSC2)cc1
 : i, i, i, i, i, i, i, i, i, i, i
26) COc1cc(N2CCCC2)c(OC)cc1/C=C(/C#N)c1cccc(Br)c1
 : i, i, i, i, i, i, i, i, -7.2*, i, i
27) O=[N+]([O-])c1ccc(O)c2ncccc12
 : i, i, i, i, i, i, i, i, i, i, i
28) O=C(COc1ccccc1O)N1CCN(C(=O)c2ccco2)CC1
 : i, i, i, i, i, i, i, i, i, i, i
29) Cc1ccc(NC(=O)COC(=O)C2CCC(=O)N2)c([N+](=O)[O-])c1 (configuration not stated)
 : i, i, i, i, i, i, i, i, i, i, i
30) O=C(NCC1CCCO1)c1ccc(N2CCCCC2)nc1 (configuration not stated)
 : i, i, i, i, i, i, i, i, i, i, i
31) O=C(NCCNC(=O)c1cc(OCC(F)(F)F)ccc1OCC(F)(F)F)Nc1ccccc1
 : i, i, i, i, i, i, i, i, i, i, i
32) Fc1cc(Br)ccc1NC(=S)NCCc1ccccc1
 : i, i, i, i, i, i, i, i, i, i, i
33) CCOc1ccc(/C(O)=C2/C(=O)C(=O)N(CC3CCCO3)C2c2cccs2)cc1 (configuration not stated)
 : i, i, i, i, i, i, i, i, i, i, i
34) COc1ccc(N(CC(=O)N2CCCCCC2)S(=O)(=O)c2ccccc2[N+](=O)[O-])c(OC)c1
 : i, i, i, i, i, i, i, i, i, i, i
35) CC1CCCC(C)N1C(=O)CSc1nnnn1Cc1ccccc1 (configuration not stated)
 : i, i, i, i, i, i, i, i, i, i, i
36) Nc1c2c(nc3ccc(Br)cc13)N(c1ccccc1)CC2
 : ., ., ., ., i, i, ., i, i, ., i
37) COC(=O)C1=C(C(=O)OC)[C@@H]2N(C)c3ccc(OC)cc3[C@@]23C[C@@H](C(=O)OC)N(C(=O)c2cc(C)oc2C)C3=N1
 : i, i, i, i, i, i, i, i, i, i, .
38) CC(=O)c1ccc2c(ccc3ccccc32)c1
 : i, i, i, i, i, i, i, i, i, i, i
39) O=C(NCc1cccnc1)c1ccc(NC(=O)c2ccc([N+](=O)[O-])cc2)cc1
 : i, i, i, i, i, i, i, i, i, i, i
40) CCc1ccc(CNC(=O)C(=O)NCC2CCCO2)cc1 (configuration not stated)
 : i, i, i, i, i, i, i, i, i, i, i
41) Cc1ccc(S(=O)(=O)N(CC(=O)N/N=C/c2cccc(C)c2)c2cccc3cccnc23)cc1
 : i, i, i, i, i, i, i, i, i, i, i
42) CCOc1nc(C)ccc1-c1noc(-c2ccccc2OC)n1
 : i, i, i, i, i, i, i, i, i, i, i
43) COc1ccc(-c2cc3c(=O)n(CC(=O)NCc4cccnc4)ncn3n2)cc1
 : i, i, i, i, i, i, i, i, i, i, i
44) CC(CNC(=O)CCC(=O)N1CCOc2ccccc21)c1ccccc1 (configuration not stated)
 : i, i, i, i, i, i, i, i, i, i, i
45) COc1ccc(NC(=O)CN(C)C(=O)CC2CCCC2)cc1
 : i, i, i, i, i, i, i, i, i, i, i
46) O=C(COc1ccccc1)N1CCNC1=O
 : i, i, i, i, i, i, i, i, i, i, i
47) COC(=O)N1C(=O)[C@](CC(C)C)(c2ccccc2)N1C(=O)OC
 : i, i, i, i, i, i, i, i, i, i, i
48) COc1ccccc1CN(Cc1nc2ccccc2c(=O)[nH]1)S(=O)(=O)c1ccc2ccccc2c1
 : i, i, i, i, i, i, i, i, i, i, i
49) COc1ccc(Cc2nnc(NC(=O)CSc3ccc(C)cc3)s2)cc1
 : i, i, i, i, i, i, i, i, i, i, i
50) Cc1ccc(S(=O)(=O)N(C)C)cc1NC(=O)CSc1nc2ccccc2c(=O)n1CC1CCCO1 (configuration not stated)
 : i, i, i, i, i, i, i, i, i, i, i
51) CCCC1=NCCn2cccc21
 : i, i, i, i, i, i, i, i, i, i, i
52) O=c1c(-c2ccc(Br)cc2)[n+]([O-])c2ccccc2n1OCc1ccccn1
 : i, i, i, i, i, i, i, i, i, i, i
53) COc1cc(/C=C2/SC(=O)N(Cc3ccccc3)C2=O)ccc1OCc1ccncc1
 : i, i, i, i, i, i, i, i, i, i, i
54) CC1=CC(C)(C)N(C(=O)C(C)N2C(=O)c3ccccc3C2=O)c2ccc(C)cc21 (configuration not stated)
 : i, i, i, i, i, i, i, i, i, i, i
55) Cc1cccc(NS(=O)(=O)c2cccc(C(=O)N3CCCC(C(F)(F)F)C3)c2)c1 (configuration not stated)
 : i, i, i, i, i, i, i, i, i, i, i
56) CN=C(Nc1ccccc1)SC1CC(=O)N(c2ccc(C(=O)OC)cc2)C1=O (configuration not stated)
 : i, i, i, i, i, i, i, i, i, i, i
57) COC(=O)CSc1nnc(NC(=O)C2CC(=O)N(c3ccc(F)cc3)C2)s1 (configuration not stated)
 : i, i, i, i, i, i, i, i, i, i, i
58) Cc1cc(C)n(-c2nc3ccccc3nc2NCCc2ccccc2)n1
 : i, i, i, i, i, i, i, i, i, i, i
59) CCN1C(=O)C2C(C1=O)N1C(c3ccccc3)C3C(=O)N(CC)C(=O)C3N1C2c1ccccc1 (configuration not stated)
 : i, i, i, i, i, i, i, i, i, i, i
60) CCCCOCCCn1cnc2c([nH]c3cc(OC)ccc32)c1=O
 : i, i, i, i, i, i, i, i, i, i, i

More compounds follow.
The line under a structure holds: RGS4 inh, TRPC6 inh, TRPC6 act, TRPC4 act, MrgX1 agonist, ANO1 block, TRPC4 PAM, MrgX1 PAM, MrgX1 antag, TRPC4 inh, TMEM16A act
61) N#Cc1cc([N+](=O)[O-])ccc1NC(=O)COC(=O)CCC1CCCCC1
 : i, i, i, i, i, i, i, i, i, i, .
62) S=C(NCCc1ccccc1)Nc1ccc(Br)cn1
 : i, i, i, i, i, i, 11*, i, i, i, i
63) CC(=O)N1c2ccc(S(=O)(=O)NCC3CCC(C(=O)Nc4ncccc4C)CC3)cc2CC1C (configuration not stated)
 : i, i, i, i, i, i, i, i, i, i, i
64) O=C(CCCCCN1C(=O)[C@@H]2Cc3ccccc3CN2C1=O)Nc1ccccc1Cl
 : i, i, i, i, i, i, i, i, i, i, i
65) Cc1cc(=O)[nH]c2c1c(C)nn2C1CCCC1
 : i, i, i, i, i, i, i, i, i, i, i
66) CC(C)(C)n1cnc2cc(NCc3ccc(Br)cc3)ccc21
 : i, i, i, i, i, i, 25*, i, i, i, -9*
